High-throughput results from PubChem BioAssay.
Ins promoter up: insulin promoter activators in MIN6 cells, imaging, high-content screening, mouse beta cells. MIN6 insulin promoter-GFP reporter; hits give high values. z-score at 5 µM. 190,000 tested, 0.3% active;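 active means z-score above 3 at 5 µM with at least 500 cells counted in the well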
Autophagy HCS: autophagy modulators in MEF cells, primary screen, imaging, high-content, MEF GFP-LC3; MEF GFP-LC3 puncta imaging; test concentration mostly 10 µM; calls only at 10 µM (by protocol); 190,000 tested, 0.98% active;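 active means percentage of spot-positive cells more than 3 SD above its plate mean, without a fluorescence outlier flag or 80% toxicity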;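 further: spot-positive cell cutoff set from DMSO-treated cells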
T cell HTS: modulators of CD8 T cell-vesicle binding, primary screen, mouse 2C CD8+ T cells, flow cytometry; calls only at 7 µM; 2C CD8+ T cell-vesicle binding; hits give low values; 330,000 tested, 0.068% active;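 active means response, share of CD8 T cells binding vesicles, and their 90th percentile fluorescence all below set limits, cut at about 80% in these data, passing the limit was not always enough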
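Assay system – 2C mouse CD8+ T cells · Also added – QL9-loaded Drosophila micro-vesicles · Timing – Cell–vesicle co-incubation 1.5 h at 37 °C, staining 20 min on ice · Signal – flow cytometry of vesicle-bound cells · Measure – percent CD8+ FL2 mean versus row control · Controls – Peptide-free naked vesicles (low) and QL9 vesicles with 0.7% DMSO vehicle (high)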
ER stress rescue: rescue of cells from ER stress-induced death, primary screen, 384-well, CSM14.1, thapsigargin, ATP luminescence (AID 1222); CSM14.1 thapsigargin-induced death rescue, ATP luminescence; higher % means a stronger effect; 190,000 tested, under 10 active; cellular ATP content (survival), % at 20 µM, or EC50 in µM where a hit was titrated;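 active means EC50 below 50 µM in the dose-response confirmation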;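 further: death triggered by thapsigargin at about 15 µM added after 2 h compound pretreatment; cell ATP read after overnight thapsigargin exposure of roughly 18 to 22 hours; normalized against plate controls of thapsigargin alone and 5% DMSO vehicle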
Dynein cargo inh: inhibitors of GR-EGFP nuclear translocation, primary screen, dynein cargo transport inhibitor project, imaging, high-content, 3617.4 mouse cells | test concentration mostly 20 µM; stimulated with dexamethasone, 1 µM; hits give low values | z-score, hits read low | 220,000 tested, 0.47% active | AID 1381, 2008;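 active means plate z-score of nuclear minus cytoplasmic receptor signal below a set negative limit, without overly bright fluorescence or cell loss, cut at about -3.5 in these data, passing the limit was not always enough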;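 further: z-score of nuclear minus cytoplasmic ring GR-EGFP intensity difference per well; some compounds called inactive have numbers as strong as hits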
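Medium: Induction medium lacking tetracycline, stripped serum | Probe or stimulus: 1.0 µM final dexamethasone stimulus | Schedule: 48 h induction, then 1 h compound, then 30 min agonist, 37 °C | Signal: Automated 10x imaging of fixed Hoechst-stained cells | Evaluation: Per-cell GR-EGFP intensity, nucleus versus surrounding cytoplasmic ring, well-averaged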
PhoP inhibition: inhibitors of PhoP regulon expression, primary screen, Salmonella Typhimurium, GFP reporter (AID 1863). inhibition, % at 50 µM; hits with a dose series show IC50 in µM. 300,000 tested, 0.16% active. S. Typhimurium PhoP-regulated promoter GFP reporter, 4 h; higher % means a stronger effect;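 active means inhibition over 29.93%, a cutoff 3 SD above the screen mean, later confirmed by dose response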;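 further: 0% = low Mg2+ inducing control and 100% = high Mg2+ repressing control; strong numbers were not always called active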
b-catenin transl: modulators of beta-catenin nuclear translocation, primary screen, imaging, HeLa cells, immunofluorescence, high-content; AID 1665, 2009; nuclear translocation activity, % at 5 µM; 190,000 tested, 0.3% active;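 active means nuclear translocation activity above 50% at 5 µM, with a well cell count of 50 or more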;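 further: per-cell ratio of nuclear to cytoplasmic median beta-catenin stain intensity; plate controls were DMSO negative control for no effect and GSK-3 inhibitor IX positive control for full effect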
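Signal – beta-catenin immunofluorescence imaging with DAPI · Test system – human HeLa cell line · Dosing – 5 µM primary single dose, 0.1% DMSO, 0.02–20 µM confirmation series · Measure – % activation, nuclear-to-cytoplasmic median beta-catenin signal ratio per cell · Incubation – 24 h compound exposure at 37°C, 5% CO2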
MT stabilizer: microtubule stabilizers in HeLa cells, primary screen, imaging, high-content imaging; 200,000 tested, 0.83% active; % tubulin-high responders, % at 10 µM; HeLa tubulin immunostaining HCS, 24 h; share of cells brighter than vehicle mean+2SD;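 active means plate Z-score above 3 for both tubulin-high and condensed-nucleus cell shares, with cell loss under 80%, at 10 µM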;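 further: anti alpha tubulin signal scored within the nucleus-defined area of each cell; some results filed as inactive read as strong as hits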
Hep lipid drop: inhibitors of hepatocyte lipid droplet formation, primary screen, imaging, high-throughput imaging, BODIPY stain; inhibition, % at 6.5 µM; AID 1656, 2009; 240,000 tested, 0.4% active; AML12 mouse hepatocytes, oleate lipid droplets;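 active means lipid droplet intensity inhibited by at least 50%, with more than 500 cells counted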
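System: AML12 hepatocytes (mouse). Probe or stimulus: oleic acid at 100 µM to induce lipid droplet formation. Times: overnight treatment with compound plus oleate. Detection: Image-based BODIPY and DAPI two-channel analysis. Evaluation: percent inhibition of filter-corrected integrated lipid droplet intensity per well.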
Dynein cargo inh cytoplasmic EGFP: also measured in Dynein cargo inh; calls as there; z-score; measured here: cytoplasmic GR-EGFP intensity; hits give high values
Dynein cargo inh nuclear GR-EGFP: further read-out of Dynein cargo inh, marked with its call; z-score; measured here: nuclear GR-EGFP intensity;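 lower value marks the stronger effect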
Dynein cargo inh cell count: further read-out of Dynein cargo inh, marked with its call; z-score; measured here: cell count per field
Ins promoter up cell count: further read-out of Ins promoter up, marked with its call; cell count; measured here: cytotoxicity, nuclei count;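 total cells summed across four imaged fields per well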
Hep lipid drop cells 6.5 µM: further read-out of Hep lipid drop, marked with its call; cell count; measured here: cell count, cytotoxicity flag;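 cells counted across two imaged fields per well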
b-catenin transl cell count 5 µM: recorded beside b-catenin transl, whose call it bears; cell count; measured here: cell count, cytotoxicity flag
T cell HTS vesicle-bound %: further read-out of T cell HTS, marked with its call; double positive events, %; measured here: CD8+ vesicle-bound cell fraction;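 binding gate set so that unloaded-vesicle control wells show 10% double positive cells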
MT stabilizer Hoechst-high %: recorded beside MT stabilizer, whose call it bears; % Hoechst-high responders; measured here: nuclear condensation Hoechst responders;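 share of cells brighter than vehicle mean plus two SD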
MT stabilizer cytotoxicity %: further read-out of MT stabilizer, marked with its call; toxicity, %; measured here: cytotoxicity by cell density;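 0% = mean cell density of plate MIN control wells and 100% = no cells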
Autophagy HCS cell loss 18 h: second read-out of Autophagy HCS, no call of its own (marks repeat the call); toxicity, %; measured here: cell loss, nuclei count;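 cell loss after 18 h compound exposure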
The depositor's hits bear a star; i = inactive; / = no result given.

SMILES	Ins promoter up	Ins promoter up cell count	Autophagy HCS	Autophagy HCS cell loss 18 h	T cell HTS	T cell HTS vesicle-bound %	ER stress rescue	Dynein cargo inh	Dynein cargo inh cytoplasmic EGFP	Dynein cargo inh nuclear GR-EGFP	Dynein cargo inh cell count	PhoP inhibition	b-catenin transl	b-catenin transl cell count 5 µM	MT stabilizer	MT stabilizer Hoechst-high %	MT stabilizer cytotoxicity %	Hep lipid drop	Hep lipid drop cells 6.5 µM
C/C(=N/OC(=O)c1c(F)cccc1F)c1nccs1	0.35	1780	i	6	i	53	-1.2%	0.37	-0.27	0.43	-0.13	6%	-0.7	1084	1.1	1.8	7.0	3	734
Cc1ccc(NC(=O)N(CCC(=O)O)Cc2ccccc2)cc1	-0.19	1502	/	/	i	54	/	1.1	-0.076	0.49	-2.3	-4%	-2.0	1112	/	/	/	4	747
Cc1cccc(Cn2c(C(C)(C)C)cc3cccnc32)c1	-0.51	1812	i	4	i	24	-2.5%	/	/	/	/	1%	-6.3	1123	0.8	1.2	7.6	-1	635
COc1ccc(OC)c(S(=O)(=O)n2cnc3cc(C)c(C)cc32)c1	-0.35	1379	i	-5	i	46	0.2%	-0.67	0.0048	-0.19	0.15	-4%	4.3	1069	2.6	2.4	4.1	-11	737
O=C(COC(=O)Cn1cnc2ccccc2c1=O)Nc1cc(Cl)ccc1[N+](=O)[O-]	-4.3	598	i	8	i	41	-1.3%	-0.6	-0.3	-0.44	0.3	10%	0.7	898	5.3	4.2	0.2	-4	627
COc1ccc(-c2nnc3n(CCc4ccccc4)c(=O)c4ccccc4n23)cc1OC	0.13	1472	i	2	i	23	2.7%	0.7	-0.12	0.42	-0.88	0%	-1.9	1113	2.5	3.0	5.5	10	621
O=C(Oc1ccc(OC(=O)C2CCC2)cc1)C1CCC1	0.36	1222	i	10	i	42	-0.7%	1.2	-0.17	0.59	-1.3	-3%	/	/	3.0	3.5	11	-9	541
O=C(CCc1ccccc1)NCc1cccnc1	-0.2	1560	i	-4	i	6	-0.2%	0.59	-0.23	-0.34	0.032	-4%	-1.0	1415	4.8	1.5	8.0	/	/
CCCCN(CC)C(=O)Cn1cnc2ccc(S(=O)(=O)N3CCC(C)CC3)cc2c1=O	-0.24	1491	i	-6	i	42	-1.9%	-0.075	-0.079	0.01	-0.064	6%	-0.8	852	2.0	1.0	16	3	684
CCCOc1ccc(N2C(=O)CC(NCCNc3ccc(S(=O)(=O)CC)cc3)C2=O)cc1 (stereo unspecified)	/	/	i	3	i	18	-2.3%	-0.5	-0.3	-0.4	-0.011	6%	/	/	1.9	0.6	70	-2	729
COc1ccccc1NS(=O)(=O)c1cc(NC(=O)C(C)C)ccc1N1CCCCC1	0.27	1306	i	11	i	33	4.0%	-0.32	-0.35	0.16	0.79	1%	-5.5	1071	6.2	2.1	11	-20	683
NNc1nc(-c2ccccc2)nc2sc3c(c12)CCCC3	-0.25	1272	i	2	i	39	-2.1%	-0.32	-0.0071	0.064	-0.1	7%	0.9	1123	2.5	1.8	7.5	-6	677
COc1ccccc1C(=O)NCC(=O)N/N=C/c1cccc(Cl)c1	0.4	1165	i	-26	i	56	0.2%	-0.3	-0.29	-0.19	0.5	-9%	/	/	6.0	1.6	7.7	46	687
O=C1c2ccsc2SCCN1Cc1ccc(Cl)cc1Cl	0.78	1478	i	-25	i	57	-1.0%	-0.28	-0.26	0.066	0.42	7%	2.0	1405	2.5	1.8	6.2	/	/
CC1=C(C(=O)Nc2ccccc2C(F)(F)F)C(c2ccc(C)s2)NC(=S)N1 (stereo unspecified)	0.61	1072	i	2	i	57	-0.7%	0.059	-0.15	0.71	-0.52	-6%	-5.2	955	4.5	2.3	5.9	-1	708
N#C/C(=N\Nc1ccc(S(=O)(=O)N2CCOCC2)cc1)C(N)=S	-0.14	1455	/	/	i	56	/	0.57	-0.12	0.29	0.084	-10%	-2.6	1192	/	/	/	19	745
Cc1nn(-c2ccccn2)c2c1C(c1ccccc1Cl)C1=C(N2)c2ccccc2C1=O (stereo unspecified)	-0.72	1078	i	8	i	7	15%	1.4	-0.23	0.87	-0.61	0%	0.6	518	4.5	2.7	5.8	1	647
CCOC(=O)C(Sc1ncn[nH]1)c1ccccc1 (stereo unspecified)	0.28	1061	i	-6	i	55	1.1%	-1	-0.27	-0.56	1.3	-14%	-2.9	910	2.3	2.7	4.4	/	/
CCN(C(=O)c1cc2c(=O)[nH]c3ccc(C)cc3c2s1)c1ccccc1C	-0.35	992	/	/	i	18	/	0.15	-0.3	0.64	0.012	-7%	-1.1	1209	/	/	/	-14	717
COCCNc1nc2nonc2nc1N1CCC(N(C)C)C1 (stereo unspecified)	/	/	i	19	i	54	-2.6%	-0.19	-0.21	-0.1	0.27	8%	-0.2	895	3.6	3.0	4.4	-3	627
COc1ccc(OC)c(S(=O)(=O)n2nnc3cc(Cl)ccc32)c1	/	/	i	1	i	20	-3.6%	0.74	-0.11	0.83	-0.78	-11%	/	/	4.2	2.6	3.6	/	/
CCOC(=O)N1CCN(C(=O)C2CCN(S(=O)(=O)c3ccccc3)CC2)CC1	0.23	784	i	-4	i	37	-1.5%	-0.95	-0.34	-0.31	1.2	7%	0.1	1040	1.5	1.0	9.7	0	804
Cn1c(=O)[nH]c(=O)c2c1nc(Br)n2CCSc1nc2ccccc2o1	0.82	1229	i	-2	i	28	2.7%	-0.57	0.013	-0.15	0.66	-8%	-2.8	1258	2.3	1.8	6.8	-19	706
O=C(OCc1ccccn1)c1ccc(COc2ccccc2Cl)o1	-0.14	1574	i	-1	i	37	-0.4%	-1.1	-0.15	-0.35	-0.29	0%	3.3	1346	2.2	2.1	4.9	/	/
CCn1cc(CN2N=C(C)CC2c2ccccc2)c(C)n1 (stereo unspecified)	-0.04	1531	i	-1	i	50	-0.4%	0.61	-0.24	0.19	0.33	-9%	0.4	1477	1.5	1.2	5.8	-5	692
CCOC(=O)c1nc(C)c(C(C)=O)s1	-0.09	971	/	/	i	6	/	-0.42	-0.8	-0.046	-0.074	-4%	0.6	1329	/	/	/	7	774
COc1ccc(N(CC(=O)NCc2ccco2)S(C)(=O)=O)cc1Cl	-1.2	1087	i	6	i	45	-1.2%	-0.56	-0.4	-0.24	0.076	-10%	-3.9	1179	2.3	1.7	7.9	/	/
CCN(CC)c1ccc(NC(=O)Nc2ccc(C(C)=O)cc2)cc1	-0.16	1716	i	-2	i	62	-1.5%	-0.35	0.2	-0.13	0.25	-6%	-1.7	1052	3.1	1.9	6.5	-4	628
Cc1ccccc1OCCCC(=O)Nc1ccc2c(c1)OCO2	0.6	1897	i	2	i	50	-1.8%	-0.063	-0.21	-0.067	0.019	6%	-0.3	1066	3.4	1.9	0.7	-3	702
CCn1c(SCc2ccc(C(=O)Nc3nccs3)cc2)nnc1-c1ccc(NC(C)=O)cc1	-0.04	1662	i	-28	i	8	-0.9%	0.19	-0.19	0.73	0.19	-13%	-1.4	1394	1.9	0.9	11	/	/
COc1ccc(N2CCN(C(=O)c3cccnc3)CC2)c([N+](=O)[O-])c1	0.18	1523	i	-32	i	25	0.4%	-0.63	-0.2	-0.17	0.95	0%	0.0	1496	4.8	1.6	4.3	/	/
CCOc1ccc(C2CC(=O)NC(SC)=C2C#N)cc1 (stereo unspecified)	0	1068	i	18	i	22	2.5%	0.51	-0.13	0.61	-0.56	6%	/	/	7.1	2.9	2.0	/	/
FC(F)(F)c1cccc(NC(=S)NNC(=S)Nc2cccc(C(F)(F)F)c2)c1	-0.76	1263	/	/	i	36	/	0.091	-0.2	0.0046	-0.24	0%	4.2	931	/	/	/	-17	666
O=C(c1cccnc1)N1CCN(C(=O)c2cccs2)CC1	0.23	1445	i	4	i	38	-3.0%	-0.12	-0.14	0.28	-0.16	-6%	1.3	1098	3.1	2.0	3.6	-2	731
Cc1ccc(C(=O)N/C(=C/c2ccc(Cl)cc2)C(=O)Nc2cccc(C(=O)O)c2)cc1	-0.83	1450	i	-5	i	41	-3.2%	-0.29	-0.16	-0.039	-0.33	-15%	0.0	1095	2.5	1.7	6.2	6	641
